Compound activity: PubChem BioAssay, National Center for Advancing Translational Sciences (NCATS)
TDP1 block = inhibitors of human tyrosyl-DNA phosphodiesterase TDP1; Q9NUW8; recombinant TDP1, AlphaScreen DNA substrate cleavage; Potency, µM (titrated, usually from 130 µM), inactives show at the highest dose activity change, negative = inhibition, hits mostly inhibitors; hit rate 0.28% among 350,000; further: nearly all actives have a fitted effect of over 40% in size
Target sequence (Q9NUW8 whole entry, looked up): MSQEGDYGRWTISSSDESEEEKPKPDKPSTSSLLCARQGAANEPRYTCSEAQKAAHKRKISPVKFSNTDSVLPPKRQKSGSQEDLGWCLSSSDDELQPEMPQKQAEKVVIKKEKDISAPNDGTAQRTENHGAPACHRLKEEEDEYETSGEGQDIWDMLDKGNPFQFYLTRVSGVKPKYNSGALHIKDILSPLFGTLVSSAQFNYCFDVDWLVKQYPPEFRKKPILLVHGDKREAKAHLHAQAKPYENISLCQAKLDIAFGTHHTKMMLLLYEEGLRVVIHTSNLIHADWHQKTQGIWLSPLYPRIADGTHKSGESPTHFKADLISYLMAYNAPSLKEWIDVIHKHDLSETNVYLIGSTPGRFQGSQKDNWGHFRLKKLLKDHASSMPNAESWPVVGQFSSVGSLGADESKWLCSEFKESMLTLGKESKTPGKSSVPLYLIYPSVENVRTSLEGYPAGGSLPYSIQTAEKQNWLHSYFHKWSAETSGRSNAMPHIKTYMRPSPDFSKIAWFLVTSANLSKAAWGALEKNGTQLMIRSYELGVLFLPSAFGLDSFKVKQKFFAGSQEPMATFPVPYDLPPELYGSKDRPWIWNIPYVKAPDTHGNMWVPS
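Enzyme-compound mixtures sat 15 min at room temperature, followed by a 5 min reaction with 15 nM final substrate and 10 min with AlphaScreen beads. Recombinant human Tdp1 was used at 1 nM final.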
N370S GC = inhibits or activates N370S mutant glucocerebrosidase; N370S GC spleen homogenate, 4MU-glucoside fluorescence; Potency, µM (series often up to 59.4 µM), without a hit: at the highest dose activity change, negative = inhibition, most hits filed as inhibitors; hit rate 0.092% among 330,000; AID 2101;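 further: 0% = full enzyme activity and -100% = no enzyme basal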
FEN1 inh = inhibitors of human flap endonuclease 1; P39748; Recombinant FEN1 flap cleavage, fluorescence, 15 min; Potency, µM (top dose mostly 114 µM), for the others: at the top dose activity change, negative = inhibition, actives largely listed as inhibitors; hit rate 0.35% among 390,000; further: nearly all actives have a fitted effect of over 65% in size
Target sequence (P39748 whole entry, looked up): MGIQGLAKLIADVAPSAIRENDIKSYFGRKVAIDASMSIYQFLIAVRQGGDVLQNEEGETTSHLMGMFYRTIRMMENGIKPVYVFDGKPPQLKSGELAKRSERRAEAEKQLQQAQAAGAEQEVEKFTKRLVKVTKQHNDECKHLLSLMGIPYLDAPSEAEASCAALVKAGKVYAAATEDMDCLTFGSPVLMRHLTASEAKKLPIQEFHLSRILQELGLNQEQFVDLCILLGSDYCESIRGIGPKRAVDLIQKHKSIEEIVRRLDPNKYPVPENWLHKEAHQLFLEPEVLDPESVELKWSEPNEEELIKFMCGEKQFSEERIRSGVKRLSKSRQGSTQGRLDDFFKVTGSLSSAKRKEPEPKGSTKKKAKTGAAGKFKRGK
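Enzyme 10 nM, 15 min RT preincubation with compound; start with substrate 50 nM final; reads at 0 and 15 min; qHTS titration, four-parameter Hill fit.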
* = called active by the depositor; ? = inconclusive; · = not tested or not shown; & = joins results of further samples; [ ] = dose if it differs, or a comment. The call rests on the fitted dose curve; in most records, active means well fitted curve in the direction sought with a large enough effect; inconclusive means small, poorly fitted or top-dose-only effect, or another doubt; inactive means no such curve, though single readings can be large; an effect the other way counts as inactive or inconclusive. Unless noted, on the % scale 0 is the no-effect control and ±100 the full control effect; potency means the concentration at half of the fitted maximal effect.

no.	Structure	TDP1 block	N370S GC	FEN1 inh
1	Cc1nc2ccc(S(=O)(=O)N(C)CC(=O)NCc3ccc(N(C)C)cc3)cc2s1	7%	-11%	-3%
2	CCCc1cc(=O)c2c(O)ccc(OC)c2o1	-3%	-24%	1%
3	COc1ccc(NC(=O)N2CCN(c3cccc(C(F)(F)F)c3)CC2)cc1	-2%	1%	21%
4	COc1ccccc1N(CC(=O)NCc1ccccn1)S(C)(=O)=O	10%	1%	-5%
5	COCCNC(=O)/C(C#N)=C/c1ccc(O)cc1	1%	-17%	20%
6	Cc1ccc([N+](=O)[O-])cc1NC(=O)Cc1cccs1	0%	6%	-18%
7	CC1CCN(S(=O)(=O)c2ccc3nc(NCc4ccc(F)cc4)ccc3c2)CC1	-3%	·	-20%
8	COc1ccc(-n2c(SCC(N)=O)nnc2-c2ccco2)cc1	4%	-4%	-4%
9	CCNS(=O)(=O)c1ccc(CCC(=O)NCc2ccccn2)cc1	·	6%	22%
10	O=C(COC(=O)C1CC1)Nc1ccc2[nH]c(=O)[nH]c2c1	-6%	1%	0%
11	C#CCn1cnc2c(cnn2-c2ccc(C)c(C)c2)c1=O	0%	13%	-1%
12	O=C(O)C(Cc1cc2ccccc2[nH]1)N1C(=O)C2CC=C(Cl)CC2C1=O (stereo not given)	-3%	-3%	-2%
13	CCOC(=O)C1CCCN(C(=O)c2ccc3c(c2)NC(=O)C(N2CCOCC2)S3)C1 (stereo not given)	4%	9%	-2%
14	CNc1oc(-c2ccc(OCc3ccccc3)cc2)nc1C#N	9%	26%	1%
15	O=C(O)c1cccc(NS(=O)(=O)c2ccc(C3CCCCC3)cc2)c1	3%	-9%	-1%
16	COc1ccc(CN(C(=O)/C=C/c2ccco2)C2CCS(=O)(=O)C2)cc1 (stereo not given)	-1%	2%	-23%
17	CCCN(CCC)CCNc1c(N2CCN(C(=O)OCC)CC2)c(=O)c1=O	5%	3%	-2%
18	CCOC(=O)c1ccc(N2C(=O)c3n[nH]c(-c4cccs4)c3C2c2cccc(O)c2)cc1 (stereo not given)	5%	·	-18%
19	O=C1Nc2cc(S(=O)(=O)N3CCCC3)ccc2N2CCCC12 (stereo not given)	-3%	-15%	-1%
20	C1CCN(c2nc(N3CCCC3)nc(N3CCNCC3)n2)C1	3%	-6%	·
21	O=S(=O)(Nc1cc(S(=O)(=O)N2CCOCC2)ccc1O)c1ccc2c(c1)OCCCO2	5%	·	-13%
22	O=C(Nc1ccc(N2CCOCC2)c(Cl)c1)c1ccc(-n2cnnc2)cc1Cl	3%	-8%	11%
23	CC(C)c1ccc(CSc2ccc(S(=O)(=O)N3CCOCC3)cn2)cc1	1%	·	-6%
24	O=C(CN1CCN(c2ccccc2F)CC1)N1CCc2ccccc21	·	1%	-3%
25	C/C(=N\NC(=O)c1ccc(CSc2nc(C)cc(C)n2)cc1)C1CCCCC1	4%	-3%	7%
26	COc1ccc(CNC(=O)CCN2C(=O)[C@@H]3Cc4ccccc4CN3C2=O)cc1	4%	0%	-10%
27	Fc1cccc(/C=N\N=C/c2cccc(F)c2)c1	0%[56.1 µM]	2%	·
28	CCOc1cc(-c2cc(-c3ccc(C)cc3)nc(N)c2C#N)ccc1O	5%	-10%	5%
29	CCOC(=O)C1=C(C)OC(N)=C(C#N)C1c1ccc(OC)c(C)c1OC (stereo not given)	5%	0%	-13%
30	COc1ccc(NC(=O)CSc2nnc(-c3ccoc3C)n2CCc2ccccc2)cc1	8%	6%	-3%

The final 7 compounds of the part before come first, to join the parts:
no.	Structure	TDP1 block	N370S GC	FEN1 inh
24	O=C(CN1CCN(c2ccccc2F)CC1)N1CCc2ccccc21	·	1%	-3%
25	C/C(=N\NC(=O)c1ccc(CSc2nc(C)cc(C)n2)cc1)C1CCCCC1	4%	-3%	7%
26	COc1ccc(CNC(=O)CCN2C(=O)[C@@H]3Cc4ccccc4CN3C2=O)cc1	4%	0%	-10%
27	Fc1cccc(/C=N\N=C/c2cccc(F)c2)c1	0%[56.1 µM]	2%	·
28	CCOc1cc(-c2cc(-c3ccc(C)cc3)nc(N)c2C#N)ccc1O	5%	-10%	5%
29	CCOC(=O)C1=C(C)OC(N)=C(C#N)C1c1ccc(OC)c(C)c1OC (stereo not given)	5%	0%	-13%
30	COc1ccc(NC(=O)CSc2nnc(-c3ccoc3C)n2CCc2ccccc2)cc1	8%	6%	-3%
31	COc1ccc(NS(=O)(=O)c2ccc(Cl)c(NC(=O)c3cccnc3Cl)c2)cc1	7%	-4%	9%
32	COc1ccc(OC)c(-c2csc(NC(=O)CSc3nnnn3C)n2)c1	·	1%	4%
33	CCc1ccc(C(=O)Nc2cccc(-c3nn[nH]n3)c2)s1	5%	-3%	-1%
34	O=C(Cn1cnc2ccccc21)Nc1cccc([N+](=O)[O-])c1	6%	11%	-14%
35	CCc1nn(CC(=O)Nc2c(C)cccc2C)c(=O)c2cc3sccc3n12	3%	·	-1%
36	Cc1ccc(N(Cc2ccco2)C(=O)c2ccc(N3CCCCC3)c([N+](=O)[O-])c2)cc1	11%	19%	-2%
37	CCCc1ccc(Oc2coc3cc(OCC(=O)Nc4ccccc4C)ccc3c2=O)cc1	-3%	-11%	1%
38	COc1ccc2nc(N)sc2c1	9%&2%	2%&1%	11%
39	COc1ccc(S(=O)(=O)N2CCN(c3nc(-c4cccs4)nc4ccccc34)CC2)cc1OC	3%	·	14%
40	COc1ccc(O[C@H]2C=C[C@@H](c3ccccc3)O[C@@H]2COC(=O)CC/C(C)=N/O[C@@H](C)CN2CCCCc3nc(C)c(C)cc32)cc1	3%	?	·
41	CCCS(=O)(=O)c1cnc(C2COc3ccccc3O2)nc1N (stereo not given)	·	-6%	16%
42	COc1ccc(C2=CC(=O)C[C@H](c3ccc4c(c3)OCO4)C2)cn1	5%	·	7%
43	O=C(NCc1ccncc1)C(=O)N/N=C/c1ccc(OCc2ccccc2)cc1	1%	6%	1%
44	CCOc1ccccc1NC(=S)N(CCC(C)C)C1CCN(C(C)=O)CC1	7%	8%	15%
45	Clc1ccccc1Nc1ncnc2c1nc1n2CCCCC1	-4%	·	31%

Given field by field: 4 of the compounds above
35: CCc1nn(CC(=O)Nc2c(C)cccc2C)c(=O)c2cc3sccc3n12
  TDP1 block: 3%	N370S GC: ·	FEN1 inh: -1%
36: Cc1ccc(N(Cc2ccco2)C(=O)c2ccc(N3CCCCC3)c([N+](=O)[O-])c2)cc1
  TDP1 block: 11%	N370S GC: 19%	FEN1 inh: -2%
37: CCCc1ccc(Oc2coc3cc(OCC(=O)Nc4ccccc4C)ccc3c2=O)cc1
  TDP1 block: -3%	N370S GC: -11%	FEN1 inh: 1%
38: COc1ccc2nc(N)sc2c1
  TDP1 block: 9%&2%	N370S GC: 2%&1%	FEN1 inh: 11%

Remaining list, next part:
no.	Structure	TDP1 block	N370S GC	FEN1 inh
46	CC(C)(C)OC(=O)NCCCCCNC(=O)c1nc[nH]c1C(=O)NCCCCCNC(=O)OC(C)(C)C	4%	·	-22%
47	Brc1ccc(-c2nnc3sc(CN4CCN(c5ccccc5)CC4)cn23)cc1	5%	-19%	13%
48	O=C(O)c1cn(C2CCCCC2)c2ccccc2c1=O	1%	-11%	-3%
49	Cc1cc(C)cc(C(=O)NCC(=O)OCC(=O)NC2CC2)c1	0%	·	0%
50	Cc1ccc(-c2cc(C(=O)Nc3cccc(S(=O)(=O)N(C)C)c3)c3ccccc3n2)o1	13%	3%	12%
51	S=C(NCc1ccccc1)NCc1ccccc1Cl	0%	-10%	-1%
52	Nc1nc(N2CCOCC2)n[nH]1	2%	-7%	-3%
53	CCC1COCCS(=O)(=O)N1Cc1cccc(Cl)c1 (stereo not given)	·	-9%	16%&-9%
54	CCc1ccc(NC(=O)Cn2c(=O)n(Cc3nc(C)no3)c(=O)c3cc4c(cc32)OCO4)cc1	3%	·	-5%
55	COc1ccc(C(CNC(=O)c2ccc(-n3cnnn3)cc2)N2CCOCC2)cc1 (stereo not given)	0%	-2%	-8%
56	COc1cc2cc(CN(CCCN3CCOCC3)C(=O)Nc3ccccc3F)c(=O)[nH]c2cc1OC	3%	-7%	-4%
57	Cc1cc(Cl)ccc1OC(C)C(=O)NN1C(=O)c2ccccc2C1=O (stereo not given)	·	-5%	7%
58	COc1ccccc1NC(=O)Cc1noc(CSc2nnc(C(F)(F)F)n2C)n1	8%	9%	-3%
59	CCC(C)(C)NC(=O)COc1ccc(C(=O)c2ccccc2)cc1	3%	17%	-1%
60	O=c1c(N2CCN(c3ccccc3)CC2)csc2ccc(Cl)cc12	2%	·	-13%

Results in sequence from the list:
TDP1 block for nos. 47–52 → 5%, 1%, 0%, 13%, 0%, 2%

(further entries)
no.	Structure	TDP1 block	N370S GC	FEN1 inh
61	CCOC(=O)C1=C(C)N=C2c3ccccc3C(=O)C2C1c1ccccc1 (stereo not given)	0%	-2%	3%
62	COC(=O)CSc1nc2cc3c(cc2cc1C)OCO3	8%	5%	0%
63	C#CCOCCOCCOCCNc1nc(N2CCN(C(=O)[C@H]([C@@H](C)CC)n3cc(CCCN=C(N)N)nn3)CC2)nc(N2CCN(C(=O)[C@H](CCCCN)n3cc(CCC(=O)O)nn3)CC2)n1	5%	-28%	50%[activator]
64	CS(=O)(=O)Nc1cccc(C(=O)CC2(O)C(=O)Nc3ccccc32)c1 (stereo not given)	2%	-3%	-2%
65	COc1ccc(C(=O)NCc2ccc3c(c2)OCO3)cc1S(=O)(=O)N1CCCC1	1%	·	-5%
66	CCOc1ccc(-n2nc3c(=O)[nH]nc(C)c3c2C)cc1	3%	2%	16%
67	Cc1ccc(C(=O)Nc2ccc(S(=O)(=O)N3CCN(C)CC3)cc2)cc1	8%	-4%	-3%
68	CC(C)(C)NC(=O)COc1coc(CN2CCN(Cc3ccccc3)CC2)cc1=O	1%	-6%	16%
69	CCc1ccc(-c2cc(C(=O)NN3CCOCC3)c3ccccc3n2)s1	3%	?	-2%
70	COc1cc(C(C(=O)NC2CCCC2)N(Cc2ccco2)C(=O)c2snc(C(N)=O)c2N)cc(OC)c1OC (stereo not given)	3%	8%	1%
71	O=C(NCc1ccccn1)Nc1cccc(Cl)c1	10%	2%	-3%
72	O=C(Nc1ccc(Cl)cn1)C1CCCN1S(=O)(=O)c1ccc(Cl)cc1 (stereo not given)	0%	22%	-4%
73	COc1ccc(C2CC2/C(C)=N/OC(=O)c2ccc(F)cc2)cc1 (stereo not given)	2%	19%	2%
74	Cc1ncc([N+](=O)[O-])n1Cc1ccccc1F	0%	-7%	0%
75	O=C(NCCc1ccc(O)cc1)c1ccc(Cl)cc1	2%	0%	1%
76	COc1ccc(NC(=S)NC(NC(=O)c2cccc(Cl)c2)C(Cl)(Cl)Cl)c([N+](=O)[O-])c1 (stereo not given)	8%	-17%	-6%
77	OCCN(CCO)c1nc(N2CCCCC2)c2nc(N(CCO)CCO)nc(N3CCCCC3)c2n1	5%	-9%	-1%
78	CC1(c2ccccc2)NC(=O)N(CC(=O)NNC(=O)c2ccccc2F)C1=O (stereo not given)	-3%	0%	0%
79	COc1ccc(NC(=O)C2CCCN(S(=O)(=O)c3c(C)[nH]c(=O)[nH]c3=O)C2)c(OC)c1 (stereo not given)	0%	·	-2%
80	O=S(=O)(c1ccc2nnn(O)c2c1)N1CCOCC1	2%	·	-2%
81	CC1CCCN(C2(O)C(=O)Nc3ccc([N+](=O)[O-])cc32)C1 (stereo not given)	·	-16%	-6%
82	COc1cccc(-c2c(C(=O)N/N=C/c3ccc(C)s3)nnn2-c2nonc2N)c1	2%	-10%	8%
83	CCn1cc(CNC(=O)c2cc(COc3ccc(F)cc3Cl)on2)cn1	6%	7%	14%
84	C#CCOCCOCCOCCNc1nc(N2CCN(C(=O)[C@H]([C@@H](C)CC)n3cc([C@@H](N)Cc4ccc(O)cc4)nn3)CC2)nc(N2CCN(C(=O)[C@H](CCCCN)n3cc([C@@H](N)CC(C)C)nn3)CC2)n1	3%	6%	·
85	COCCNC(=O)CSc1nc2cc(OC)c(OC)cc2c(=O)n1Cc1ccco1	1%	-11%	-12%
86	CCOC(=O)c1cccc(NC(=O)c2ccc3nc(Cc4ccccc4)oc3c2)c1	-1%	·	-14%
87	Cc1ccc(N(CC(=O)NCCc2ccc(Cl)cc2)S(=O)(=O)N(C)C)cc1	4%	·	8%
88	CCCOC(=O)c1cccc(NC(=O)COc2ccc([N+](=O)[O-])cc2)c1	3%	3%	9%
89	C/C(CC(=O)Nc1cccc(Cl)c1Cl)=N\NC(=O)c1ccccc1C	6%	-9%	13%
90	CC(C)N1CC=C2C(C#N)=C(N)C(C#N)(C#N)[C@H](c3ccoc3)[C@H]2C1	2%	-4%	·

Outcome played no part in choosing rows; overall some 0.53% were active at least once.
